Screening data deposited in PubChem BioAssay by several laboratories.
CYP2C9 inh: inhibitors of human CYP2C9 | inhibition, % at 5 µM | 96,000 compounds, 20% hits | AID 777 | CYP2C9 Supersomes, luciferin-H conversion, luminescence | P11712;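 active = blocking of liver enzyme CYP2C9 beyond about 50% at 5 µM, limit read from the data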; note: values of inactives mirror those of a sister screen read the other way
EphB4 ephrin blk: antagonists of human EphB4-ephrin-B2 interaction. EphB4 LBD / TNYL-RAW-Alexa532 peptide, fluorescence polarization. inhibition, % at 7 µM. 97,000 compounds, 0.15% hits;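 active = inhibition above the screen-wide mean inhibition plus 3 SD, cut at about 15% in these data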;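 note: 0% = DMSO wells and 100% = excess unlabeled TNYL-RAW peptide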
Rev-RRE block: disrupts HIV-1 Rev binding to RRE RNA; P05866; Rev peptide-RRE RNA binding, FRET; inhibition, % at 8 µM; 97,000 compounds, 0.79% hits;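 active = inhibition above the screen-wide mean plus 3 SD, cut at about 35% in these data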;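 note: 0% = median DMSO wells and 100% = median Neomycin B control wells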
Target sequence (P05866 whole entry, looked up): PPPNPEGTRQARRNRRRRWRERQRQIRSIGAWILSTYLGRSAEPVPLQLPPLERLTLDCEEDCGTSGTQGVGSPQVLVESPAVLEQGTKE
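Test system – labelled RRE RNA duplex and labelled Rev peptide · Signal – fluorescein-to-Cy5 FRET, 480 nm excitation · Evaluation – % inhibition of FRET ratio versus controls · Benchmarks – DMSO low control, neomycin B high control · Incubation – 5 min RNA-compound premix plus 15 min binding step, 25 °C · Medium – HEPES pH 7.5 salt buffer with EDTA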
PLK1 inh: blocks human PLK1 kinase activity. recombinant PLK1 kinase, TR-FRET peptide phosphorylation. AID 619. P53350. 97,000 compounds, 0.53% hits. inhibition, % at 10 µM;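 active = inhibition of 50% or more in the single-concentration screen; inactive = inhibition below 50%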;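 note: 0% = DMSO max control and 100% = H-89 dihydrochloride min control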
Target sequence (P53350 whole entry, looked up): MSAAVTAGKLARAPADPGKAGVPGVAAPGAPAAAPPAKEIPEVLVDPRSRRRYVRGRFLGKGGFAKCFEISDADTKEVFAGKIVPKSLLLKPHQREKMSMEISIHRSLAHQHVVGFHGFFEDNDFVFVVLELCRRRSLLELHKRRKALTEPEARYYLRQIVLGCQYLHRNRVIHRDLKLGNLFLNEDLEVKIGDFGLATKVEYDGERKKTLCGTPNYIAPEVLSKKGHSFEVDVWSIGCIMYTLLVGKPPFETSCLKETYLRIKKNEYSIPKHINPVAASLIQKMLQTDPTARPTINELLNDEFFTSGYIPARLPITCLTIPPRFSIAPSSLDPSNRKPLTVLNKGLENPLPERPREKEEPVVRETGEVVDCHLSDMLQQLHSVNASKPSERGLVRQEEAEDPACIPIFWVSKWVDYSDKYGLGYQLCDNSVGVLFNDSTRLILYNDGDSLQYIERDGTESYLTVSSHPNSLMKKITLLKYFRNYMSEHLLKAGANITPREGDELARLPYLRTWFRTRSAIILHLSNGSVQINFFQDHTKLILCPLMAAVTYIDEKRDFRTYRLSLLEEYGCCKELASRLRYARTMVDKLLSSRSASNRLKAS
CYP2C9 act: increases human cytochrome P450 2C9 activity; activation factor at 5 µM; 96,000 compounds, 1.4% hits; recombinant CYP2C9, luciferin-H conversion, luminescence; active compounds read high; factor 1 = untreated enzyme, 0 = blocked; P11712;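 active = activation factor of 2 or more for CYP2C9 at a 5 µM dose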;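 note: 0 = sulfaphenazole-blocked wells and 1 = vehicle-only wells; values of inactives mirror those of a sister screen read the other way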
PTPN22 inh 2: LYP (human) phosphatase inhibition | Q9Y2R2 | recombinant LYP catalytic domain, DiFMUP fluorescence | inhibition, % at 2 µM | 96,000 compounds, 0.21% hits | AID 640;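 active = inhibition at 2 µM at or above a set limit, the screen mean plus 3 SD, cut at about 24% in these data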;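 note: 0% = DMSO with enzyme and 100% = enzyme fully blocked by orthovanadate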
PTPN22 act: LYP (human) phosphatase activation. Q9Y2R2. recombinant LYP, DiFMUP fluorescence; 0 = plate median, 100 = signal doubled. activation, % at 2 µM. 96,000 compounds, 0.11% hits. AID 697;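 active = activation at 2 µM above a set limit, the mean plus 5 SD, cut at about 37% in these data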
Candida biofilm: kills Candida albicans biofilms. C. albicans biofilm + clotrimazole, Alamar Blue. inhibition, % at 6 µM. 85,000 compounds, 0.14% hits;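 active = inhibition above 20%; inactive = inhibition below 20%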;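 note: preformed 24 hr biofilms exposed to compound for 48 hr; 0% = biofilm without compound and 100% = blank killed by clotrimazole plus chlorhexidine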
PLK1 PBD inh: inhibitors of human Plk1 polo box domain binding | 97,000 compounds, 0.13% hits | Plk1 PBD phosphopeptide binding, fluorescence polarization | inhibition, %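 (tested at about 20 µM)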 | AID 693; in the data active = inhibition above about 34%, passing the limit was not always enough
Starred values were filed as active, the others as inactive; nt = not tested or not shown.

SMILES	CYP2C9 inh	EphB4 ephrin blk	Rev-RRE block	PLK1 inh	CYP2C9 act	PTPN22 inh 2	PTPN22 act	Candida biofilm	PLK1 PBD inh
Cc1cc(/C=C(\C#N)C(=O)NCc2cccs2)c(C)n1-c1ccccc1F	2	4	3	-10	1	7	-5	4	8
Cc1cc([N+](=O)[O-])c(C(C)(C)C)cc1N	0	0	1	-11	1	-8	11	nt	23
CC(=O)/C(=C/N(C)C)Sc1ccc(C)cc1	27	-7	5	-13	0.7	-24	20	6	-28
CCC(C(=O)NC1CCCC1)N(C(=O)Cn1nnc(-c2ccc(OC)c(OC)c2)n1)C1CCCCC1 (stereo not drawn)	52*	-8	2	-3	0.5	4	-5	-1	25
COc1ccc(CCNC(=O)c2cc(-c3ccc4c(c3)OCO4)on2)cc1OC	7	-10	3	0	0.9	-2	0	2	1
O=C(NCc1ccccc1Br)c1ccco1	-23	2	2	-6	1.2	-2	1	1	-11
COC(=O)C1=C(C)N(c2cccc3ccccc23)C(=O)C1	-12	1	-2	-8	1.1	-1	-4	9	-26
O=C(NCCc1ccc(S(=O)(=O)N2CCCC2)cc1)c1cccs1	62*	-3	-2	-14	0.4	-2	-1	nt	11
Nc1ccc(NC(=O)c2ccccc2)c2c1C(=O)c1ccccc1C2=O	26	-12	1	-11	0.7	8	-3	nt	-4
CCN(CC)c1ccc(NC(=O)CN2CCN(c3ccc(F)cc3)CC2)cc1	16	-1	-5	-12	0.8	-7	3	8	2
CCOc1ccccc1C(=O)N1c2ccccc2Sc2ccccc21	98*	6	7	-11	0	6	-6	nt	-23
CCN(CC)c1ccc(/C=N/N2CCOCC2)cc1	-8	0	-2	1	1.1	4	-2	nt	-5
O=C(O)CP(=O)(c1ccccc1)c1ccccc1	14	1	5	-7	0.9	-7	4	7	10
CC1(C)Cc2ccccc2C(=O)N1	41	9	2	-10	0.6	-4	8	4	11
O=C(CSc1nnc(-c2ccccc2)n1C1CCCCC1)N1CCCC1	14	6	0	-3	0.9	-1	0	7	-9
COCCNc1oc(-c2ccc(F)cc2)nc1C#N	30	-2	0	0	0.7	6	-8	1	13
C=CCn1c(CCNC(=O)c2cccs2)nnc1SCC(=O)Nc1cccc(Cl)c1C	45	2	1	7	0.5	-4	1	-1	-6
Clc1ccccc1CSc1ncn(-c2ccccc2)n1	nt	0	7	7	nt	-6	3	-3	-6
Cc1cc(Br)cc2c(C(=O)Nc3c(C)n(C)n(-c4ccccc4)c3=O)cc(-c3cccs3)nc12	76*	5	-2	-8	0.2	4	-6	nt	-14
Cn1ncc([N+](=O)[O-])c1C(=O)Nc1ccn(Cc2ccccc2F)n1	4	-3	2	-2	1	10	-6	nt	-4
Cc1ccccc1-n1c(SC(C)C(N)=O)nnc1-c1cccnc1 (stereo not drawn)	0	8	10	-13	1	4	-3	1	5
CCN(CC)S(=O)(=O)c1cccc(C(=O)Oc2cccnc2)c1	11	2	0	-2	0.9	7	-8	0	8
Cn1c(NCCc2ccccc2)cc(=O)n(C)c1=O	-8	1	6	-10	1.1	-4	1	nt	-11
CCCS(=O)(=O)N1CCC(C(=O)NCCCOC(C)C)CC1	2	0	2	-4	1	3	-6	-3	-3
Cc1ccc(S(=O)(=O)c2ccc(Oc3cccc(C)c3)cc2)cc1	53*	6	11	-5	0.5	5	-1	nt	4
CN(C)S(=O)(=O)c1ccc(C(=O)Nc2ccccn2)cc1	-6	-6	5	5	1.1	-7	4	6	-2
CCOC(=O)c1[nH]cc(-c2ccccc2)c1N1CCOCC1	31	4	1	-9	0.7	-4	2	1	-7
Cc1nnc(NC(=O)c2cccc(S(=O)(=O)N3CCc4ccccc43)c2)s1	14	0	-2	-14	0.9	0	-1	nt	-19
O=c1c2c(-c3ccc([N+](=O)[O-])cc3)csc2nc2n1CCC2	nt	0	3	-4	nt	-6	6	2	-15
COc1ccc2ccc3c(c2c1)N=C[C@]1(O3)N(C)c2ccccc2C1(C)C	27	-3	3	-6	0.7	-5	8	0	3
CCOC(=O)c1c(NC(=O)CSc2nnc(-c3cccnc3)o2)sc2c1CCC2	nt	-1	10	-3	nt	5	-6	9	-1
c1ccc(-c2n[nH]c(-c3ccccn3)n2)nc1	14	9	8	-5	0.9	6	-3	2	6
COC(=O)c1cccc(S(=O)(=O)N2CCN(c3nc4ccccc4s3)CC2)c1	26	-1	3	-2	0.7	8	-8	0	-17
Cc1ccc(C(C(=O)NC2CCCCC2)N2CCN(C(=O)c3ccco3)CC2)cc1 (stereo not drawn)	27	3	-1	-10	0.7	-1	3	5	4
Nc1nc(Br)c2ccccc2c1-c1ccc(F)cc1	2	0	-1	-9	1	19	-17	nt	9
Cc1ccc(-c2noc(CN3CCN(Cc4ccccc4)CC3)n2)cc1	nt	6	11	-10	nt	2	0	nt	-11
CCN(CC)Cc1csc2ccc(Br)cc12	-14	7	7	-8	1.1	-1	5	nt	-25
COc1ccc(C/C(N)=N/OC(=O)Cc2ccccc2)cc1OC	2	2	6	-8	1	6	-3	nt	32
Cn1c(=O)c2c(ncn2CC(N)=O)n(C)c1=O	-17	-3	4	-8	1.2	13	-14	5	6
Cc1ccc(N2CC(C(=O)OCc3ccccc3)CC2=O)cc1 (stereo not drawn)	9	3	7	-12	0.9	-4	4	2	3
CCNC(=O)CC1C(=O)N(CC)C(=S)N1NC(=O)c1ccc(Cl)cc1 (stereo not drawn)	31	4	2	-12	0.7	16	-13	5	18
CC(=O)c1cccc(S(=O)(=O)N(CCCO)Cc2cc3ccc(C)cc3[nH]c2=O)c1	71*	1	0	-11	0.3	1	-1	-2	-1
CC1CCCC(C)N1C(=O)COC(=O)c1ccc[nH]c1=O (stereo not drawn)	-15	-7	8	-2	1.2	18	-15	7	1
COc1ccc(Cn2c(CCC(=O)NCc3ccco3)nc3cccnc32)cc1	26	3	-2	-11	0.7	1	-4	4	42
COC(=O)c1sccc1NC(=O)c1c(C)cc(=O)oc1C	-24	0	8	-7	1.2	-2	0	5	16
CC(C)c1nc2cc3ccccc3cc2[nH]1	13	2	3	-12	0.9	-6	6	-1	1
Cc1c(C2Nc3ccccc3NC3=C2C(=O)CC(C)(C)C3)cnn1C (stereo not drawn)	nt	1	13	-11	nt	16	-13	5	-10
COc1cccc(-c2nnc(SCC(=O)Nc3cc(C)ccc3OC)n2N)c1	17	-6	7	-6	0.8	5	-5	6	4
CC(C(=O)c1ccc(-c2ccccc2)cc1)[n+]1ccccc1 (stereo not drawn)	-4	5	1	-10	1	2	0	nt	-13
Nc1nc(NCc2ccccc2)nc(Nc2ccc(F)cc2)c1[N+](=O)[O-]	2	3	4	-9	1	12	-9	nt	-5
CCOc1ccc(-c2nnc(-c3ccc(OC)cc3)o2)cc1	nt	-7	-7	-11	nt	0	1	-2	15
CCOc1cc(/C=C(\C#N)c2[nH]nc(N)c2C#N)ccc1O	-4	4	22	69*	1	1	0	3	-5
CCOC(=O)c1cnc2nc(C(F)(F)F)[nH]n2c1=O	44	7	4	2	0.6	-3	5	6	11
CCOC(=O)c1cc(CC)sc1N	26	-7	4	-6	0.7	5	-5	nt	8
O=C(CNC(=O)c1ccco1)NCCCc1ccccc1	20	-10	2	-15	0.8	6	-8	6	0
O=[N+]([O-])c1cc(Cl)cc(C2=NCCN2)c1	4	-4	6	-12	1	-2	4	5	6
CCCCN(CC)CCNC(=O)CN(C)S(=O)(=O)c1ccc2c(c1)c(=O)n(C)c(=O)n2C	4	11	5	-3	1	-4	1	-3	-3
CCCC(=O)N1CCN(c2ccc(NC(=O)c3cc4ccccc4o3)cc2Cl)CC1	82*	6	-2	-9	0.2	3	-4	0	10
CCC(=O)Nc1nc(C)c(-c2csc(Nc3ccc(S(=O)(=O)Nc4cc(C)on4)cc3)n2)s1	33	10	1	6	0.7	3	-2	nt	-33
CCCCCNc1nc2ccccc2nc1NS(=O)(=O)c1cccs1	68*	0	4	-5	0.3	5	-4	5	-3
Further results.
SMILES	CYP2C9 inh	EphB4 ephrin blk	Rev-RRE block	PLK1 inh	CYP2C9 act	PTPN22 inh 2	PTPN22 act	Candida biofilm	PLK1 PBD inh
CCOc1ccc(C(F)(F)F)cc1NC(=O)COc1ccc(C(F)(F)F)cc1[N+](=O)[O-]	13	5	7	-4	0.9	9	-5	nt	12
O=C(c1ccco1)n1nc(-c2ccccc2)nc1NCc1ccco1	-9	-5	3	-14	1.1	-8	2	7	-7
Cc1ccc(S(=O)(=O)NCCSCc2ccccc2)cc1	nt	-11	14	-9	nt	5	-3	nt	-27
Cc1ccc(S(=O)(=O)c2c(C)nn(C(C)(C)C)c2OC(=O)c2ccc(Br)o2)cc1	95*	2	11	-2	0	-10	8	4	11
Cc1ccc(Cn2c(NC(=O)c3ccco3)nc3ccccc32)cc1	-11	-5	4	-8	1.1	7	-8	nt	-1
COc1ccc(N2CCN(CCC(N)=O)CC2)cc1	4	5	4	-9	1	-10	8	nt	-10
COc1ccc(NC(=O)c2nnn(Cc3cccc(F)c3)c2N)c(OC)c1	-62	-1	7	-6	1.6	-20	18	7	-12
Cc1cc2ccccc2c(=O)n1CC(=O)NCC(=O)N1CCN(c2cccc(Cl)c2)CC1	-71	0	8	-9	1.7	-9	6	11	14
CCOC(=O)c1sc(NC(=O)c2cc3n(n2)C(C(F)(F)F)CC(c2cccs2)N3)c(C(=O)OCC)c1C (stereo not drawn)	24	-4	12	-3	0.8	3	2	nt	0
CCOC(=O)CSc1cc(C(F)(F)F)nc(-c2ccccn2)n1	0	5	-2	-3	1	8	-6	nt	0
O=C(COc1ccc(Cl)cc1)NCCC1=CCCCC1	40	-5	6	-9	0.6	6	-3	nt	14
CC(C)(C)S(=O)(=O)c1cnc2c(-c3ccc(Cl)cc3)cnn2c1N	3	12	10	-14	1	2	0	nt	9
CCOC(=O)c1nnc2cc(-c3ccccc3)nn2c1C	31	0	4	33	0.7	11	-11	8	-10
CS(=O)(=O)N1CCC(C(=O)Nc2c(F)cccc2F)CC1	-2	1	4	-5	1	5	-9	0	-22
O=C(CSc1nnc(NC(=O)CN2CCOCC2)s1)Nc1ccccc1	14	-2	3	-12	0.9	-3	2	6	37

Structures listed so far containing a cyano group, in the order listed:
SMILES	CYP2C9 inh	EphB4 ephrin blk	Rev-RRE block	PLK1 inh	CYP2C9 act	PTPN22 inh 2	PTPN22 act	Candida biofilm	PLK1 PBD inh
Cc1cc(/C=C(\C#N)C(=O)NCc2cccs2)c(C)n1-c1ccccc1F	2	4	3	-10	1	7	-5	4	8
COCCNc1oc(-c2ccc(F)cc2)nc1C#N	30	-2	0	0	0.7	6	-8	1	13
CCOc1cc(/C=C(\C#N)c2[nH]nc(N)c2C#N)ccc1O	-4	4	22	69*	1	1	0	3	-5

Remaining list, next part.
SMILES	CYP2C9 inh	EphB4 ephrin blk	Rev-RRE block	PLK1 inh	CYP2C9 act	PTPN22 inh 2	PTPN22 act	Candida biofilm	PLK1 PBD inh
COC(=O)c1ccc(NC(=O)C2CC(=O)N(c3ccc(C)cc3)C2)cc1 (stereo not drawn)	nt	-6	1	-10	nt	-7	7	5	-1
CC(C)C(NC(=O)c1cccs1)C(=O)NC1=NCCS1 (stereo not drawn)	27	-6	4	-11	0.7	-12	11	6	8
COC(=O)C1C2C=CC3(CN(CCc4ccccc4)C(=O)C13)O2 (stereo not drawn)	nt	-2	0	-2	nt	-4	7	4	31
Cc1ccc(C(=O)NNC(=O)c2cc3cc4ccccc4nc3s2)cc1	7	-9	-2	8	0.9	14	-12	nt	-19
Clc1ccccc1SCc1nc2ccccc2[nH]1	37	0	1	-10	0.6	3	4	nt	5
Cc1ccc(S(=O)(=O)NC(=O)NCc2ccc3c(c2)OCO3)cc1	-2	7	8	-11	1	1	-4	nt	9
